CFTR F508del cor: CFTR F508del correction in bronchial cells; CFBE cells, YFP halide quenching; stimulated with forskolin plus potentiator P3; % fluorescence drop versus neutral controls; 350,000 compounds, 0.36% hits; activity (quench increase), % at 7.58 µM; AID 720511;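 active means mean added fluorescence quench of at least 8% versus neutral control, with both replicates also reaching 8%; inconclusive means only one of the mean or replicate conditions met; inactive means mean below 8% and not both replicates reaching 8%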;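 further: cells transiently co-express mutant CFTR-F508del with the halide-sensitive YFP; corrector assay measuring rescue of mutant channel to the surface after 24 h compound exposure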
DENV2 CPE rescue: protects cells from dengue virus 2 cytopathic effect. DENV2-infected cells, cytopathic effect rescue, plate reader. CPE inhibition, % at 9.99 µM. 350,000 compounds, 1.7% hits; in the data active means CPE inhibition above about 20%, passing the limit was not always enough; inconclusive means no clear call, values can overlap the other calls; tested in BHK-21 cells;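 further: 0% = median of neutral control wells and 100% = median of positive control wells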
miR-122 sensor: blocks miR-122 activity in Huh7 sensor cells. Huh7 miR-122 Renilla luciferase sensor, 48 h; neutral wells = 0, positive control = 100. activation (reporter increase), % at 12.5 µM. 340,000 compounds, 0.3% hits. AID 602342;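 active means mean replicate activation score at least 90 and every replicate individually at or above 90; inconclusive means only one of the two criteria met; inactive means neither criterion met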;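 further: higher luciferase means less miR-122 activity so hits act as miR-122 inhibitors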
EWS-Fli inh: EWS/Fli transcriptional activity inhibition; A673 NR0B1-luciferase reporter, viability-normalised; 350,000 compounds, 0.67% hits; inhibition, % at 12.6 µM;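 active means mean inhibition of at least 50% after viability correction, with every replicate also passing that limit; inconclusive means mean reaches 50% but only one of two replicates passes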;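 further: firefly luciferase signal divided by Alamar Blue viability fluorescence both relative to DMSO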
FN deposition inh: fibronectin deposition inhibition. 350,000 compounds, 0.086% hits. inhibition, % at 12.6 µM. AH1F fibroblasts, Alexa488-fibronectin deposition fluorescence, overnight;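 active means mean inhibition across replicates of 30% or more, regardless of how many single replicates reach that level; inconclusive means mean under 30% yet at least half of replicates reach 30%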;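 further: positive control wells lacked labelled fibronectin entirely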
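Material: AH1F fibroblast monolayer depositing Alexa488-labelled fibronectin into matrix / Amount: 10000 AH1F cells per well / Signal: fluorescence 485/525 nm / Medium: DMEM, 2% serum / Compound: single dose, pinned / Incubation: 1 h cell adhesion before compound, then overnight fibronectin incubation / Reagent: Alexa488-FN, 24 nM final / Read-out: inhibition of fibronectin deposition signal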
PAX8 inh HTS: lowers PAX8-driven luciferase in RMG-I cells; RMG-I TPO-luciferase reporter, SteadyGlo, 24 h; AID 652154; 360,000 compounds, 1.2% hits; inhibition, % at 12.6 µM;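 active means mean replicate inhibition at least 60% with every replicate also reaching 60%; inconclusive means only one of the two criteria is met; inactive means mean below 60% and not all replicates reaching 60%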;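 further: luciferase light reporting Pax8 driven TPO promoter activity; plate controls were median of neutral control wells for no effect and mitoxantrone controls for full effect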
INS-1E GSIS act: GLuc luminescence reporter in INS-1E cells, primary screen for activators of glucose-dependent secretion of insulin. INS-1E GLuc reporter insulin secretion, 2-3 h. activation, % at 16.6 µM. 370,000 compounds, 0.61% hits;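 active means lowest replicate activation of at least 40%, so every replicate reaches that level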;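 further: 0% = median of neutral control wells and 100% = median of IBMX positive control wells; some compounds called inactive have numbers as strong as hits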
The depositor's hits bear a star; ? = inconclusive; nt = no result given; [ ] = remark or other dose. Compounds as they come. Share with any hit: about 3.9%.

compound,CFTR F508del cor,DENV2 CPE rescue,miR-122 sensor,EWS-Fli inh,FN deposition inh,PAX8 inh HTS,INS-1E GSIS act
C[C@@H]1CN([C@H](C)CO)C(=O)c2cc(C#CC3(O)CCCC3)cnc2O[C@@H]1CN(C)S(=O)(=O)c1cccc(F)c1,2.6,-6,4[16.7 µM],-5,-1,nt,3
O=C(CN1C(=O)NC2(CCCC2)C1=O)Nc1ccccc1N1CCCCC1,-0.7,-5,nt,3,-9,-6,-4
CC(C)CC#Cc1ccc([C@H]2[C@H]3CN(C(=O)Cc4ccccc4)CC(=O)N3[C@H]2CO)cc1,1.6,8,nt,0,nt,nt,-4
C=C1c2cccc(C(F)(F)F)c2O[C@H](C(=O)OCC)[C@H]1OC,-4.8,9,-1,3,-2,12,0
CN(C[C@H]1N[C@@H](CO)[C@@H]1c1ccc(-c2cccnc2)cc1)C(=O)c1ccccc1,-13,-9,-7[16.7 µM],21,-7,98*,8
Cc1noc(C)c1NC(=O)N(C)C[C@H]1Oc2ccc(NC(=O)CCN3CCOCC3)cc2CC(=O)N([C@@H](C)CO)C[C@@H]1C,-3.5,20,4[16.7 µM],-6,5,nt,6
O=C(O)c1nccnc1C(=O)Nc1ccccc1N1CCOCC1,0.5,2,nt,27,1,-10,nt
O=C(Nc1ccc(Cl)cc1)N[C@@H]1CC[C@@H](CCNC(=O)c2ccccc2F)O[C@@H]1CO,2.0,-3,nt,-4,4,7,-8

More structures.
compound,CFTR F508del cor,DENV2 CPE rescue,miR-122 sensor,EWS-Fli inh,FN deposition inh,PAX8 inh HTS,INS-1E GSIS act
O=C(CN1CCOCC1)Nc1ccc(NC(=O)c2ccccc2F)cc1,1.9,3,nt,-4,-3,-10,-12
C[C@H](CO)N1C[C@H](C)[C@H](CN(C)S(=O)(=O)c2ccccc2)OCCCC[C@H](C)Oc2ccc(NS(=O)(=O)c3cn(C)cn3)cc2C1=O,0.5,-4,0[16.7 µM],4,-2,18,-1
O=C(NC1=NCCS1)c1cccc(Br)c1,1.0,-3,-4,-89,9,-106,14
C=CCSc1nc(N)c2c(C)c(C)sc2n1,nt,nt,-4,nt,-5,-38,nt
O=C1/C(=C/c2cccnc2)SC(=S)N1c1ccc(O)cc1,-3.5,1,-2,-1,12,31,19
O=C(c1cncc(Br)c1)N1CCN(c2ccc(N3CCOCC3)nn2)CC1,-1.8,3,5,-4,-6,-11,5
CC(C)[C@@H](C)NC(=O)N(C)C[C@H]1OCc2ccccc2-c2ccccc2C(=O)N([C@H](C)CO)C[C@@H]1C,2.1,?,nt,-4,-10,-3,30
COCC(=O)N1[C@H](C#N)[C@@H](c2ccccc2C2=CCCC2)[C@@H]1CO,-1.7,-13,nt,-2,-3,-30,7

(further entries)
compound,CFTR F508del cor,DENV2 CPE rescue,miR-122 sensor,EWS-Fli inh,FN deposition inh,PAX8 inh HTS,INS-1E GSIS act
Cc1ccc(C(=O)NC(=S)Nc2ccc3[nH]c(=O)[nH]c3c2)cc1,nt,-4,8,-7,0,-10,51
COc1ccc(NS(=O)(=O)c2cccs2)cc1S(=O)(=O)N1CCOCC1,-1.0,6,11,-1,3,9,-5
CCOC(=O)C1(C)Oc2ccccc2C(C(=O)OC)=C1C(=O)OC (stereo not drawn),0.7,4,-1,8,nt,22,20
COCCCNCCCOc1ccc(Cl)cc1Br,nt,nt,5,nt,-1,-6,nt
CCNC(=O)NCc1c(C)c(C)n(Cc2ccccc2)c1-n1cccc1,-0.3,-1,-2,2,-3,2,0
COc1ccc(C2=CC(c3ccc(OC)c(OC)c3)NC(=S)N2)cc1 (stereo not drawn),nt,nt,1,nt,4,12,nt
O=C1O[C@H](c2ccccc2)[C@H](c2ccccc2)N2[C@H]1[C@@H](C(=O)N1CCN(c3ncccn3)CC1)[C@]1(C(=O)Nc3ccc(C#CCCO)cc31)[C@H]2c1ccc(OCCO)cc1,3.1,-2,nt,-5,nt,-18,nt
O=C1c2cccc(OCc3ccc(F)cc3)c2CCN1Cc1ccccc1,nt,nt,-5,nt,-3,-7,-26

More entries.
compound,CFTR F508del cor,DENV2 CPE rescue,miR-122 sensor,EWS-Fli inh,FN deposition inh,PAX8 inh HTS,INS-1E GSIS act
O=C(c1ccc(F)cc1)N(CC1CCC1)C[C@H]1N[C@@H](CO)[C@H]1c1ccccc1,1.2,-3,25[16.7 µM],-5,-7,-2,0
C[C@H](CO)N1C[C@H](C)[C@@H](CN(C)S(=O)(=O)c2ccc(F)cc2)Oc2c(NS(=O)(=O)c3ccc(Cl)cc3)cccc2C1=O,-2.7,-7,8[16.7 µM],0,nt,-3,5
CCN(Cc1cnn(C)c1)C(=O)CC1C(=O)NCCN1Cc1cccc(OC)c1OC (stereo not drawn),3.7,18,nt,-4,6,-9,-2
O=C(C[C@H]1C[C@@H]2c3cc(NC(=O)Nc4ccc(C(F)(F)F)cc4)ccc3O[C@@H]2[C@@H](CO)O1)NCCc1ccccc1,4.7,-1,-4[16.7 µM],38,-6,99*,-23
COC(=O)C1=C(NC(=O)C2CCCCC2)CCS1,nt,14,nt,3,4,26,nt
O=C(O)c1ccc(-c2ccccn2)s1,0.0,-3,nt,-4,2,-4,2
CCOc1ccc(NC(=O)Cn2c(=O)n(CC3CCCO3)c(=O)c3ccccc32)cc1 (stereo not drawn),-1.4,2,-2,-5,1,9,-21
CN1CCN(C(=O)C[C@@H]2CC[C@H]3[C@@H](COC[C@@H](O)CN3C(=O)Nc3cc(Cl)cc(Cl)c3)O2)CC1,-1.9,-15,-7[16.7 µM],1,-8,1,-4

Following part
compound,CFTR F508del cor,DENV2 CPE rescue,miR-122 sensor,EWS-Fli inh,FN deposition inh,PAX8 inh HTS,INS-1E GSIS act
COc1ccccc1-c1ccc2c(c1)O[C@H](CN(C)C(C)=O)[C@@H](C)CN([C@H](C)CO)S2(=O)=O,0.0,-8,6[16.7 µM],-10,-5,nt,6
COc1ccc(-c2noc(N3CCC(C(=O)NCc4ccc(Cl)cc4)CC3)n2)cc1,-0.2,3,0,15,-5,-12,4
CCCCN(C)C(=O)c1cc2cc3ccc(OC)cc3nc2s1,nt,nt,13,nt,4,-33,19
O=C(c1ccc2c(c1)OCO2)N1C[C@H]2[C@@H](c3ccccc31)[C@@H](CO)N2Cc1cccnc1,0.8,-5,-4[16.7 µM],-4,8,9,6
CN(C)C(=O)c1cccc(-c2ccccc2[C@H]2[C@@H](CO)N(C(=O)C3CCCC3)[C@H]2C#N)c1,2.6,13,nt,13,-2,nt,9
COc1ccccc1NC(=O)c1ccc(NC(=O)COC(=O)C2CCCCC2)cc1,nt,0,4,3,-5,-13,10
CC1=NOC(=O)/C1=C\c1ccccc1,-0.4,-3,-3,0,7,33,1
Cc1noc(C)c1NC(=O)N(C)C[C@@H]1Oc2ccc(NC(=O)Nc3ccc(F)cc3)cc2C(=O)N([C@H](C)CO)C[C@H]1C,2.0,5,-2[16.7 µM],-1,nt,nt,20

Next part.
compound,CFTR F508del cor,DENV2 CPE rescue,miR-122 sensor,EWS-Fli inh,FN deposition inh,PAX8 inh HTS,INS-1E GSIS act
Cc1ccc(C(=O)NCC(=O)O)o1,3.2,6,-13,-12,4,3,-8
COc1ccc(N(C(=O)/C=C/C(=O)Nc2cc(C)on2)C(C(=O)NC2CCCC2)c2ccccc2C)cc1 (stereo not drawn),-0.1,-5,nt,4,-7,71*,-23
CCC(=O)Nc1ccc(C(=O)CSc2nnc(-c3ccccc3F)n2CCc2ccccc2)cc1,0.0,-10,nt,-2,-6,-2,nt
O=C(Nc1cc(F)ccc1F)N1CC(=O)N2[C@H](C1)[C@H](c1ccc(-c3cccc(F)c3)cc1)[C@@H]2CO,-1.5,6,nt,6,nt,5,-13
COc1ccccc1C(CNC(=O)c1oc2ccccc2c1C)N1CCCC1 (stereo not drawn),-0.2,-3,-6,-9,-17,-70,0
CC1(C)Cc2cccc(OCC(=O)OCc3nnc(-c4ccccc4)o3)c2O1,2.5,13,nt,-1,1,-2,-11
Cc1[nH]n(-c2ccccc2)c(=O)c1N=Nc1ccc2c(c1)OCO2,0.7,?,-1,-82,-4,-25,1
Cn1c(Cc2ccccc2)nnc1SCC(=O)Nc1ccccc1N1CCOCC1,nt,nt,-5,nt,-7,-6,5

Further results follow:
compound,CFTR F508del cor,DENV2 CPE rescue,miR-122 sensor,EWS-Fli inh,FN deposition inh,PAX8 inh HTS,INS-1E GSIS act
CC1(C)Cc2c(C#N)c(N)n(-c3ccccc3)c(=S)c2CO1,1.3,6,-8,-1,-1,32,-3
COc1cc(NC(=O)c2cc3ccccc3cc2OC)ccc1NC(=O)c1cccs1,1.5,-1,-5,-5,nt,53,2
COc1ccc(CN2CCN(CC=C(C)C)C(CCO)C2)cc1Cn1cncn1 (stereo not drawn),-2.3,-3,2,3,-8,-3,-5
O=c1c2sc3nc(N4CCOCC4)c4c(c3c2ncn1CCc1ccccc1)CCCC4,nt,nt,-8,nt,-4,nt,-44
CSCCC(NC(=O)c1ccccc1)C(=O)NNC(=O)c1csc(N2CCOCC2)n1 (stereo not drawn),0.9,-3,nt,-1,nt,-5,-33
Nc1c(C(=O)Nc2ccc(S(=O)(=O)N3CCCC3)cc2)sc2nc3cc4c(cc3cc12)CCC4,nt,nt,nt,nt,-3,-15,-9
O=C(c1ccc(=O)[nH]c1)N(c1ccccc1)C(CCc1ccccc1)c1nc2ccccc2[nH]1 (stereo not drawn),-2.9,-3,-2,-2,-5,21,0
Fc1ccccc1CSc1nnc(-c2cccs2)o1,-0.2,10,nt,-93,nt,nt,11

The results go on:
compound,CFTR F508del cor,DENV2 CPE rescue,miR-122 sensor,EWS-Fli inh,FN deposition inh,PAX8 inh HTS,INS-1E GSIS act
CO[C@H]1CN(C)C(=O)c2cc(NC(C)=O)ccc2OC[C@@H](C)N(Cc2cccc(F)c2)C[C@@H]1C,-0.5,-9,nt,1,-1,0,-2
CCCCn1c(N)c(N(CC)C(=O)CSCC(=O)Nc2ccc(OC)cc2)c(=O)[nH]c1=O,-3.7,2,0,-5,0,-3,-7
COc1ccc(S(=O)(=O)N(C)C[C@@H]2Oc3c(NC(=O)c4ccncc4)cccc3C(=O)N([C@@H](C)CO)C[C@H]2C)cc1,-0.9,-5,-1[16.7 µM],-5,nt,nt,8
O=C(Nc1ccc(F)cc1)N[C@@H]1C[C@@H]2O[C@@H](CO)CC[C@@H]2O[C@@H]1CCc1ccc(-c2ccccc2)cc1,0.7,-9,nt,4,nt,-3,nt
Cc1[nH]n(-c2ccccc2)c(=O)c1/C=N/O,-2.5,5,nt,7,nt,nt,-18
COc1ccc(C(=O)COC(=O)c2ccc([N+](=O)[O-])s2)cc1OC,1.8,1,nt,3,-1,-7,17
O=C(O)c1ccc(Cl)c(S(=O)(=O)N2CCCC2)c1,-3.9,4,1,12,7,-7,17
COC(=O)c1c(N)sc(C(C)=O)c1C,-4.2,3,-4,-6,4,0,nt
Cc1cc(NCCO)c2ccccc2n1,nt,nt,-19,nt,-2,3,nt
O=C1C2C3C=CC(C3)C2C(=O)N1c1cccnc1 (stereo not drawn),1.9,7,4,13,nt,nt,11

Screening data (PubChem BioAssay)
